FECH inh = inhibitors of human ferrochelatase, primary screen, biochemical, purified FECH, Ni-mesoporphyrin absorbance | Ferrochelatase, mitochondrial (Homo sapiens), P22830 | Ni-mesoporphyrin absorbance 550 nm | calls only at 10 µM (by protocol) | 20,000 tested, 3.3% active;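 active means enzyme reaction rate more than 3 SD below the solvent-only control wells on the same plate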;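 further: lower slope than DMSO wells means FECH inhibition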
Target sequence (P22830 whole entry, looked up): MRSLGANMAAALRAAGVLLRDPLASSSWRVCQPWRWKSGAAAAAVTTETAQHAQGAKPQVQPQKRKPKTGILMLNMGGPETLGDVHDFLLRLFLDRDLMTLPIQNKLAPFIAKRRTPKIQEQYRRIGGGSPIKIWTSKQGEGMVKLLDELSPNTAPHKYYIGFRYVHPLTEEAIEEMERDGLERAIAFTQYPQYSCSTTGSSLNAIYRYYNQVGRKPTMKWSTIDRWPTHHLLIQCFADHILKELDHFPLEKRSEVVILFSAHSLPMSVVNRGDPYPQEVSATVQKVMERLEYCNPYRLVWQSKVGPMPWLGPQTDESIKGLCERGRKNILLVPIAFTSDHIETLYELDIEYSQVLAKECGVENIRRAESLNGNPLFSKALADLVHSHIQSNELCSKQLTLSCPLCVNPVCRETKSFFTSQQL
Calls only; i = inactive. The list is partial. The share of hits here may be higher or lower than overall.

> COc1cc(CC(=O)N2CCCN3CCC[C@H]3C2)cc(OC)c1OC
  FECH inh: i
> CN(CCc1ccccc1)C1CCCN(C(=O)Cc2c[nH]c(=O)n(C)c2=O)C1 (centres undefined)
  FECH inh: i
> COc1c[nH]c(CN2C[C@@H]3C[C@H](C2)[C@@H]2CCCC(=O)N2C3)cc1=O
  FECH inh: i
> Cc1cc(F)ccc1CC(=O)N1CCN(C)C(C(=O)O)C1 (centres undefined)
  FECH inh: i
> CCOc1ccccc1NC(=O)CCN1[C@@H]2CC[C@H]1CC(O)C2 (some centres undefined)
  FECH inh: i
> Cc1ccc(CN2CCCN(Cc3ccc(C)cc3)S2(=O)=O)cc1
  FECH inh: i
> CCCn1ncc(C(=O)N(Cc2ccc3c(c2)OCO3)C2CC2)c1C
  FECH inh: i
> CC(=O)Nc1cccc(NC(=O)c2cccn(Cc3ccc(C(F)(F)F)cc3)c2=O)c1
  FECH inh: i
> NC(=O)c1ccccc1NC(=O)c1cccn(Cc2cccc(Cl)c2)c1=O
  FECH inh: i
> COc1ccccc1[C@@H]1CN(Cc2nc[nH]c2C)[C@@H]2C3CCN(CC3)[C@@H]21
  FECH inh: i
> O=C(c1ccc(=O)[nH]c1)N1[C@H]2CCNC[C@@H]1CC2
  FECH inh: i
> Cc1cc(NC(=O)c2cccn(Cc3ccc(Br)cc3)c2=O)no1
  FECH inh: i
> Cc1cccc(CN2CCCN(CC(=O)N3CCCC3)S2(=O)=O)c1
  FECH inh: i
> Cc1ccnc(CC(C)N(C)Cc2ccc(S(C)(=O)=O)cc2)c1 (centres undefined)
  FECH inh: i
> CCOc1ccc(CN2CCC3(CC2)CN(C)CCN3C)cn1
  FECH inh: i

> O=S1(=O)N(Cc2ccccc2)CCCN1Cc1ccc(F)cc1
  FECH inh: i
> Cc1nc2sccn2c1C(=O)N1C[C@@H]2C[C@H](C1)c1cccc(=O)n1C2
  FECH inh: i
> O=C1Nc2ccccc2C12CCN(CC1COc3ccccc3O1)CC2 (centres undefined)
  FECH inh: i
> CN1[C@H]2CC[C@@H]1CN(C(=O)NC1CCCC1)CC2
  FECH inh: i
> CCOC(=O)Cc1csc(NC(=O)c2cccn(Cc3ccc(C(F)(F)F)cc3)c2=O)n1
  FECH inh: i
> c1cc(-c2nccn2CCc2cnc[nH]2)c2nonc2c1
  FECH inh: i
> CCN(CC)C(=O)c1ccc2c(c1)N(CC(=O)NCc1ccc(C(C)C)cc1)C(=O)C1CCCCN21 (centres undefined)
  FECH inh: i
> c1ccc(C(Cn2cnnc2)N2CCOCC2)nc1 (centres undefined)
  FECH inh: i
> CN(CCCC1CCCO1)C1CCNCC1 (centres undefined)
  FECH inh: i
> Cc1ccc(C)c(CN2CCCN(Cc3ccccc3)S2(=O)=O)c1
  FECH inh: i
> COc1ncccc1CN1CCN2CCN(C)CC2C1 (centres undefined)
  FECH inh: i
> CC(Cn1cncn1)NCc1n[nH]c2c1CCCCC2 (centres undefined)
  FECH inh: i
> CCNC(=O)C(C)NC1CCC2(CCNCC2)CC1 (centres undefined)
  FECH inh: i
> O=C(Nc1nccs1)c1cccn(Cc2ccccc2Cl)c1=O
  FECH inh: i
> CN1CCN2CCN(C(=O)CCn3ccc(=O)[nH]c3=O)CC2C1 (centres undefined)
  FECH inh: i

17 entries from above, reformatted.
Compound | FECH inh
Cc1ccnc(CC(C)N(C)Cc2ccc(S(C)(=O)=O)cc2)c1 (centres undefined) | i
CCOc1ccc(CN2CCC3(CC2)CN(C)CCN3C)cn1 | i
O=S1(=O)N(Cc2ccccc2)CCCN1Cc1ccc(F)cc1 | i
Cc1nc2sccn2c1C(=O)N1C[C@@H]2C[C@H](C1)c1cccc(=O)n1C2 | i
O=C1Nc2ccccc2C12CCN(CC1COc3ccccc3O1)CC2 (centres undefined) | i
CN1[C@H]2CC[C@@H]1CN(C(=O)NC1CCCC1)CC2 | i
CCOC(=O)Cc1csc(NC(=O)c2cccn(Cc3ccc(C(F)(F)F)cc3)c2=O)n1 | i
c1cc(-c2nccn2CCc2cnc[nH]2)c2nonc2c1 | i
CCN(CC)C(=O)c1ccc2c(c1)N(CC(=O)NCc1ccc(C(C)C)cc1)C(=O)C1CCCCN21 (centres undefined) | i
c1ccc(C(Cn2cnnc2)N2CCOCC2)nc1 (centres undefined) | i
CN(CCCC1CCCO1)C1CCNCC1 (centres undefined) | i
Cc1ccc(C)c(CN2CCCN(Cc3ccccc3)S2(=O)=O)c1 | i
COc1ncccc1CN1CCN2CCN(C)CC2C1 (centres undefined) | i
CC(Cn1cncn1)NCc1n[nH]c2c1CCCCC2 (centres undefined) | i
CCNC(=O)C(C)NC1CCC2(CCNCC2)CC1 (centres undefined) | i
O=C(Nc1nccs1)c1cccn(Cc2ccccc2Cl)c1=O | i
CN1CCN2CCN(C(=O)CCn3ccc(=O)[nH]c3=O)CC2C1 (centres undefined) | i

(next part)
> COc1cccc(CC(C)NCC(=O)NC(C)C)c1 (centres undefined)
  FECH inh: i
> Cc1cc(N2C[C@H](c3cc(F)cc(F)c3)[C@@H]3[C@H]2C2CCN3CC2)nc(N)n1
  FECH inh: i
> Cc1ccnc(CC(C)N(C)Cc2ccc(CN(C)S(C)(=O)=O)o2)c1 (centres undefined)
  FECH inh: i
> Cc1cccnc1-n1cc(C2=CCN(CC(=O)Nc3cnn(C)c3)CC2)cn1
  FECH inh: i
> CC(=O)Nc1ccc(NC(=O)c2cccn(Cc3ccc(C(F)(F)F)cc3)c2=O)cc1
  FECH inh: i
> COc1ccccc1CC(C)N(C)C(=O)CN1CCCN(C)CC1 (centres undefined)
  FECH inh: i
> CCSc1nnc(NC(=O)c2cccn(Cc3ccc(Br)cc3)c2=O)s1
  FECH inh: i
> COc1cccc(CC(C)NCc2csc(C)n2)c1 (centres undefined)
  FECH inh: i
> COc1ccc2c(c1)c(C(=O)NC(C)CCn1cccn1)c(C)n2C (centres undefined)
  FECH inh: i
> Cc1ccnc(CC(C)N(C)Cc2ccc(-c3ccn[nH]3)s2)c1 (centres undefined)
  FECH inh: i
> CCNC(=O)CN1CCCC(C(=O)c2ccc3c4c(cccc24)CC3)C1 (centres undefined)
  FECH inh: i
> CC(C)Cc1ccc(C2NCCc3[nH]cnc32)s1 (centres undefined)
  FECH inh: i
> Cc1nc(C(C)C)ncc1C(=O)N1CCC2(CC1)NCCNC2=O
  FECH inh: i
> COc1ncc(-c2nccn2CCc2cnc[nH]2)cn1
  FECH inh: i
> O=C(Nc1ccon1)c1cccn(Cc2ccc(Br)cc2)c1=O
  FECH inh: i

> Cc1cccc2c(CCNC(C)CN3CCOCC3)c[nH]c12 (centres undefined)
  FECH inh: i
> NS(=O)(=O)c1ccc(NC(=O)c2cccn(Cc3ccc(C(F)(F)F)cc3)c2=O)cc1
  FECH inh: i
> CCc1nc(C)cc(NCCC23CCCN2CCC3)n1
  FECH inh: i
> CCC(=O)c1ccc(OCC(=O)N2CCCN3CCC[C@H]3C2)cc1
  FECH inh: i
> Cn1nc(C(=O)Nc2cnc3n2CCCC3)c2ccccc21
  FECH inh: i
> CN1CCC2(CC1)CN(C(=O)Cc1nnc(N)s1)CCCN2C
  FECH inh: i
> Cc1ccccc1CN1CCCN(Cc2ccccc2)S1(=O)=O
  FECH inh: i
> CC(C)c1nccc(C(=O)N2CCN3CCNC(=O)C3C2)n1 (centres undefined)
  FECH inh: i
> O=C(CCN1CCC(c2cccc(O)c2)CC1)Nc1nccs1
  FECH inh: i
> O=C(c1cccnc1)C1CCCN(Cc2cc3ccccc3[nH]c2=O)C1 (centres undefined)
  FECH inh: i
> CC(Cc1ccccn1)N(C)Cc1ccsc1 (centres undefined)
  FECH inh: i

Source: PubChem
